# Source: PubChem (several laboratories)
# FXIa inh: human FXIa protease inhibitors, primary screen, biochemical, 1536-well; 220,000 compounds, 0.14% hits; AID 798, 2007; inhibition, % at 5 µM; purified FXIa, Boc-Glu-Ala-Arg-AMC fluorogenic substrate; Coagulation factor XI (Homo sapiens), P03951;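 active means inhibition of at least 40%; inactive means inhibition below 40%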;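 further: fluorescence of freed AMC excited at 355 nm; 0% = enzyme without compound and 100% = no enzyme blank; many of its hits are not listed in these tables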
# KCC2 mod: KCC2 cotransporter modulators, thallium flux, primary screen, cell-based, HEK293 KCC2, FluoZin-2 fluorescence, MLSMR; Solute carrier family 12 member 5 (Homo sapiens), Q9H2X9; KCC2 cells, thallium flux FluoZin-2 fluorescence; B-score of Tl+ flux slope (higher = more flux/activation; lower = inhibition) at 10 µM; 190,000 compounds, 2.2% hits; AID 1456, 2008;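 active means thallium flux slope and its plate-corrected score both differing from the plate sample mean at a set confidence after two filtering rounds, in either direction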;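 further: slope of fluorescence scaled to starting intensity during 10 to 20 s after thallium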
# Furin inh: human furin inhibitors, primary screen, biochemical, fluorescence intensity | inhibition, % at 30 µM | 220,000 compounds, 0.061% hits | AID 463115, 2010 | P09958 | purified furin, fluorogenic substrate cleavage; in the data active means inhibition above about 25%; further: inactives centre near -15
# Rad51 HR inh: human RAD51 strand exchange inhibitors, primary screen, biochemical, fluorescence. inhibition, % at 10 µM. 200,000 compounds, 0.085% hits. DNA repair protein RAD51 homolog 1 (Homo sapiens), Q06609. hRad51 DNA strand exchange, fluorescence dequenching. AID 1385, 2008;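 active means inhibition above 40% at the single screening dose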;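 further: 0% = DMSO control wells and 100% = blanks with heterologous ssDNA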
# Target sequence (Q06609 whole entry, looked up): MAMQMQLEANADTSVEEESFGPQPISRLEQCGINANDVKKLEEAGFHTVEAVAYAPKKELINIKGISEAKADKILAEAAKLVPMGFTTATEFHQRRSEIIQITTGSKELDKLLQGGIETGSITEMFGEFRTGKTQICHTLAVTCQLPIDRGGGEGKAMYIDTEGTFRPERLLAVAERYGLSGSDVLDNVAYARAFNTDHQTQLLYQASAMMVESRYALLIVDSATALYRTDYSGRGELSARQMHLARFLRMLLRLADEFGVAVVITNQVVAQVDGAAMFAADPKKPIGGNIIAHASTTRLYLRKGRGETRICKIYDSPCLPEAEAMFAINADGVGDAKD
#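 material = hRad51 filaments on single-stranded DNA | reagent = Donor/quencher-labelled 47-bp dsDNA substrate | compound = 10 µM final, single point | schedule = strand-exchange reaction 15 min at room temperature | measured by = fluorescein emission 520 nm, excitation 485 nm | read-out basis = % inhibition versus plate control and blank means | benchmarks = plate controls and plate blanks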
# m-calpain inh: inhibitors of pig calpain II, primary screen, biochemical, fluorogenic peptide substrate, 1536-well; 220,000 compounds, 0.37% hits; purified calpain II, 30 min; inhibition, % at 16 µM;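 active means inhibition above about 50%, limit read from the data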
# PERK inh: block of dimerizer-induced PERK translation repression, primary screen, PERK inhibitor project, CHO PERK-DD cells, SEAP luminescence, HTS; AID 1416, 2008; CHO PERK-DD fusion, SEAP luminescence translation reporter; Eukaryotic translation initiation factor 2-alpha kinase 3 (Homo sapiens), Q9NZJ5; inhibition, % at 5.6 µM; 220,000 compounds, 0.17% hits;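 active means inhibition above the mean inhibition of all tested compounds plus 3 SD, set separately per screening campaign, cut at about 2.9% in these data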;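 further: PERK kinase domain activated by AP20187 dimerizer at 100 nM; 0% = DMSO with dimerizer and 100% = rapamycin at 8.4 µM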
# thrombin 1536: human alpha-thrombin inhibitors, primary screen, counter-screen for coagulation protease inhibitor project, biochemical, 1536-well, fluorogenic AMC substrate | inhibition, % at 5 µM | 220,000 compounds, 0.26% hits | Boc-VPR-AMC fluorogenic substrate cleavage;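 active means inhibition at or above 40%; inactive means inhibition below 40%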;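 further: 0% = enzyme with no compound and 100% = wells without enzyme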
#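 Material: Human alpha-thrombin protein | Buffer or medium: pH 7.5 Tris-saline with Tween 20 | Reagent: Boc-VPR-AMC substrate, 15 µM final | Schedule: Reaction at ambient temperature | Detection: AMC fluorescence at 355 nm excitation and 460 nm emission | Evaluation: Percent inhibition scaled between no-compound controls and no-enzyme blanks | Controls: no-compound enzyme wells and no-enzyme blanks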
# FXIIa inh: human FXIIa protease inhibitors, primary screen, biochemical, 1536-well; AID 800, 2007; inhibition, % at 5 µM; Coagulation factor XII (Homo sapiens), P00748; purified FXIIa, Boc-QGR-AMC fluorogenic substrate, 2 h; 220,000 compounds, 0.3% hits; in the data active means inhibition above about 40%;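 further: 0% = enzyme with no compound and 100% = blank without enzyme; many of its hits are not listed in these tables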
# Target sequence (P00748 20-372 limits assumed): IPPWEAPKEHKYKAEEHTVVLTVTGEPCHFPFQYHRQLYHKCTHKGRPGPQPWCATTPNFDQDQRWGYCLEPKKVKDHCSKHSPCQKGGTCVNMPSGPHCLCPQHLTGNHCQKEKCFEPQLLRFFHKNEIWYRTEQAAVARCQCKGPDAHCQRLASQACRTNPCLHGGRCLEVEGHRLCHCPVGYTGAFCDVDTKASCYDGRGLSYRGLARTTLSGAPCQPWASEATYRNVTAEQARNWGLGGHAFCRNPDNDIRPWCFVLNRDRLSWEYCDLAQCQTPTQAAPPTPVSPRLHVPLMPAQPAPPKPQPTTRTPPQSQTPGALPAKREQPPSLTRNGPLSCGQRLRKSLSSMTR
# Target sequence (P00748 373-615 limits assumed): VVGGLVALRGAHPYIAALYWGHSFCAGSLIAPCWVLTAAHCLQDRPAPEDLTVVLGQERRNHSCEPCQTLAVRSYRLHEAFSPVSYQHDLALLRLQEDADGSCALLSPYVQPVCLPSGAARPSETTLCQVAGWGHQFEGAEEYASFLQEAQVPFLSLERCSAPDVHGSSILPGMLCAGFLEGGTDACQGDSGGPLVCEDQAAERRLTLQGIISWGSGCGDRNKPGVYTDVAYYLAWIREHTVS
# KLK5 inh: human KLK5 protease inhibitors, primary screen, biochemical, 1536-well; Kallikrein-5 (Homo sapiens), Q9Y337; inhibition, % at 5 µM; 210,000 compounds, 0.59% hits; recombinant hK5, fluorogenic AMC substrate cleavage;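 active means inhibition of 40% or more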;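 further: 0% = enzyme controls without compound and 100% = no-enzyme blanks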
# Starred values were filed as active, the others as inactive; nt = no result given; [ ] = dose if it differs, or a comment. Only part of the results is shown, so the mix of outcomes need not match the whole.
SMILES,FXIa inh,KCC2 mod,Furin inh,Rad51 HR inh,m-calpain inh,PERK inh,thrombin 1536,FXIIa inh,KLK5 inh
CCC(C)(C)n1nnnc1C(c1ccccc1)N1CCN(Cc2ccccc2)CC1 (stereo not drawn),-4,-0.85,-13,-4,14,-0.8,-10,5,-1
CC(C)CNC(=O)c1ccc(COc2ccc(Cl)cc2Cl)o1,3,-4*,-29[20 µM],-1,14,-0.3,1,14,4
NC(=O)c1ccc(C2SCC(=O)N2Cc2ccccc2)cc1 (stereo not drawn),3,nt,-29,-8,16,0.1,7,3,8
Cc1ccc2cc(CN(CC3CCCO3)S(=O)(=O)c3ccccc3)c3nnnn3c2c1 (stereo not drawn),7,-1.5,-3[20 µM],nt,-1,-1.2,-1,14,-11
O=C1N(Cc2cccc(Cl)c2)C[C@@H]2C[C@@H](c3c[nH]c4ccccc34)N3CCC[C@@]123,2,nt,-29,nt,-62,1.3,2,12,nt
C/C(=N\Nc1cccc2cccnc12)c1ccc(N)cc1,-2,-0.013,-12,3,10,0.5,2,6,-7
CCN(C(=O)COC(=O)/C=C/c1ccc(S(=O)(=O)N2CCc3ccccc32)cc1)C1CCS(=O)(=O)C1 (stereo not drawn),2,-0.87,-18,3,-43,1.4,0,6,-9
CCCCOCCCNC(=S)Nc1ccc(S(=O)(=O)N2CCOCC2)cc1,4,-0.021,9,nt,-18,0.0,-6,13,4
O=C1CC(NCc2cccs2)C(=O)N1c1ccc(Cl)cc1 (stereo not drawn),-4,-1.7,-12[20 µM],-8,-2,-0.3,-3,6,-9
O=C(O)CCCn1cc(NC(=O)c2cc(F)c(F)cc2Cl)cn1,-7,0.35,-8,4,13,0.3,-3,6,-10
CC(C)C[C@H](NC(=O)c1nc[nH]c1C(=O)NC(c1ccccc1)c1ccccc1)C(=O)OCc1ccccc1,2,1.2,-11,9,34,0.3,-1,9,-1
CCOC(=O)C1(Cc2ccccc2C(F)(F)F)CCN(C(C)CCn2cccn2)CC1 (stereo not drawn),1,-1.3,-19,5,-20,0.1,8,6,0
NS(=O)(=O)c1ccc(NC(=O)COC(=O)c2ccc3c(c2)OCCO3)cc1,-2,1.8,-29,3,-10,0.7,-4,3,8
OC1(C#CCCN2CCCCC2)c2ccccc2-c2ccccc21,-6,-1,-18,4,39,-0.4,-18,-11,-11
CCC(Sc1nnc(C)s1)C(=O)Nc1nccs1 (stereo not drawn),-9,0.057,-29,6,15,0.2,-3,-12,-3
COc1ccc2[nH]c(=O)c(CN(CCc3ccccc3)C(C)=O)cc2c1,0,nt,-9[20 µM],9,-112,-0.4,-1,14,-10
CCCCNC(=O)N1CCOCCOCCN(C(=O)NCCCC)CCOCCOCC1,2,nt,-14[20 µM],-12,2,0.3,-6,13,-3
CCOc1ccccc1N1CCN(CC(O)COc2ccc3c(C)cc(=O)oc3c2)CC1 (stereo not drawn),4,6.3*,-9,0,-78,-0.3,0,15,-2
Cc1cccc(C)c1NC(=O)CN(c1ccccn1)S(=O)(=O)c1ccc(F)cc1,-2,1.2,-26,-4,-86,-0.1,-10,7,0
CCCS(=O)(=O)N1CCCC(c2nc(-c3cccc(OC)c3)no2)C1 (stereo not drawn),18,0.13,-26,-2,17,0.1,2,26,-12
COc1ccc(C(OC(=O)c2cccs2)C(=O)NCC2CCCO2)cc1 (stereo not drawn),-7,nt,-15[20 µM],2,-127,0.8,-12,-7,-29
CC(C)CC(=O)NC(=S)N1CCCCCC1,2,-1.2,-15[20 µM],3,-21,0.6,4,11,-10
NC(=O)COC(=O)CSc1ccc2ccccc2c1,-1,0.44,-17,-1,4,1.0,-3,3,11
Nc1nc(CSc2nnc(-c3cccc(F)c3)n2-c2ccccc2)nc(N2CCOCC2)n1,10,0.21,-31,-21,-1,0.4,-3,3,-12
O=C(NCc1n[nH]c(=S)n1-c1cccc(Cl)c1)c1cccs1,-4,-0.24,-24,6,-15,1.5,2,9,4
O=C(O)c1ccn2c(C(=O)c3ccc(Cl)cc3)c(-c3ccccc3)cc2c1,3,-2.3,-6,4,14,0.2,1,10,3
Cc1c(-n2c(SCC(=O)NC(C)C(C)C)nc3ccccc3c2=O)c(=O)n(-c2ccccc2)n1C (stereo not drawn),-4,-0.17,-10,6,18,0.9,-9,4,-2
Cc1ccc(N2CC(C(=O)NCc3ccc(C)n3C)CC2=O)cc1 (stereo not drawn),-6,0,-5,-11,5,0.3,-19,6,-5
NNC(=O)c1csc(CS(=O)(=O)c2ccc(Cl)cc2)n1,3,0.8,-17,20,18,-0.3,5,7,2
CCCCn1c(C(C)NC(=O)CCC)nc2ccccc21 (stereo not drawn),7,0.85,-24,-4,11,0.5,-1,17,-6
NC(=O)c1c(NC(=O)CN2C(=O)NC(Cc3ccccc3)C2=O)sc2c1CCC2 (stereo not drawn),-6,-3.8,-5,-1,2,-0.4,-6,3,-6
O=C(OCc1cc2ccccc2[nH]c1=O)c1ccco1,-6,0.78,-18[20 µM],-1,4,0.2,3,10,-17
COC(=O)c1ccccc1NC(=O)Cn1nnc(-c2ccc(OC)cc2)n1,6,1.2,-18[20 µM],4,-17,0.3,-2,13,-25
CC(C)(C)c1ccc(C(=O)c2c[nH]c(C(=O)NCC3CCCO3)c2)cc1 (stereo not drawn),-2,nt,-20[20 µM],1,14,0.2,-7,-17,-14
COc1ccc(OC)c2sc(NC(=O)c3ccc(Cl)s3)nc12,4,nt,-8,-7,-25,-0.3,0,12,4
COc1ccc(S(=O)(=O)CC(O)CN2CCCC2=O)cc1 (stereo not drawn),-4,-0.062,-12,0,6,1.7,-3,10,4

# Some of these compounds in order of their number in FXIIa inh, descending:
Structure | FXIa inh | KCC2 mod | Furin inh | Rad51 HR inh | m-calpain inh | PERK inh | FXIIa inh | KLK5 inh
COC(=O)c1ccccc1NC(=O)Cn1nnc(-c2ccc(OC)cc2)n1 | 6 | 1.2 | -18[20 µM] | 4 | -17 | 0.3 | 13 | -25
COc1ccc(OC)c2sc(NC(=O)c3ccc(Cl)s3)nc12 | 4 | nt | -8 | -7 | -25 | -0.3 | 12 | 4
O=C(OCc1cc2ccccc2[nH]c1=O)c1ccco1 | -6 | 0.78 | -18[20 µM] | -1 | 4 | 0.2 | 10 | -17

# Going on with the list.
SMILES,FXIa inh,KCC2 mod,Furin inh,Rad51 HR inh,m-calpain inh,PERK inh,thrombin 1536,FXIIa inh,KLK5 inh
Cc1ccc(C(=O)COC(=O)c2cc(=O)[nH]c3ccccc23)cc1C,-3,0.37,-36,1,-52,0.0,12,7,-4
CCCN1CCC(=NNc2ccc(C(=O)O)cc2)CC1,-6,0.039,-17,10,5,0.3,1,-1,-22
O=C1Cc2ccccc2C(c2ccc(Br)cc2)N1 (stereo not drawn),-2,0.14,-26[20 µM],-3,-7,-0.2,2,11,-3
CCN(CC)c1ccc(/C=N/N2CCN(Cc3ccc(C)cc3)CC2)c(O)c1,-8,0.94,-18[20 µM],3,20,1.1,-4,-8,6
COC(=O)Cn1c(=O)c(C)nc2ccccc21,-8,0.53,-16,8,-43,0.2,-1,6,-4
Nc1nc(N2CCN(C(=O)c3ccco3)CC2)nc2ccccc12,9,-0.55,-19[20 µM],-3,-274,-1.4,5,16,-37
Cc1cc(NC(=O)C2CCCC2)n(-c2nc3ccccc3[nH]2)n1,5,1.9,-18[20 µM],5,14,-0.4,2,12,-87
C/C(=N\O)C1(C)N(O)C(C)(C)C(c2ccc(Br)cc2)=[N+]1[O-] (stereo not drawn),0,0.03,-5,3,-5,0.3,-1,9,-5
CSc1ccccc1NC(=S)NC1CCCCC1,-8,-0.049,-22,-7,-6,0.2,-23,5,-3
CCOc1ccc(CSCCNC(=S)Nc2ccc(OC)cc2)cc1,-4,-0.5,-11,12,-2,-1.2,-4,2,0
COc1ccc(Oc2c(C)oc3cc(OC(=O)N4CCOCC4)ccc3c2=O)cc1,1,0.49,-10[20 µM],-9,6,-0.9,-3,-3,9
Cc1ccc(C)c(N(C(=O)CS(=O)CC(=O)Nc2ccc3c(c2)OCO3)C(C)C(=O)NC2CCCC2)c1 (stereo not drawn),-1,1.3,-24[20 µM],-2,-12,-0.5,-3,12,-10
CCCc1c(C)nc2ccc(OC)cc2c1SCCC(=O)O,21,-0.69,-10,nt,-2,1.6,3,25,-7
O=C(CSc1c(Cl)cccc1Cl)N1CCC(c2nc3ccccc3s2)CC1,15,-1.1,-3,-9,24,0.2,-1,9,-3
O=C(/C=C/c1ccc(Cl)c(Cl)c1)NCc1ccco1,10,-1.7,-3,1,5,0.9,2,18,-16
COc1cc(/C=N/NC(=O)c2ccncc2)ccc1OCc1cnc(Cl)s1,-6,-1.7,-7,-13,21,0.1,-4,-3,-12
O=c1cc(CN2CCN(c3ccc(F)cc3)CC2)nc2sccn12,9,-0.11,-18[20 µM],-9,-78,0.9,-4,11,5
O=C(NCCCN1CCCCC1)c1ccc2c(c1)NC(=O)C(N1CCCCC1)S2 (stereo not drawn),-16,nt,-17,9,-20,0.4,2,17,8

# Reprinted from the listing, twelve compounds:
SMILES,FXIa inh,KCC2 mod,Furin inh,Rad51 HR inh,m-calpain inh,PERK inh,thrombin 1536,FXIIa inh,KLK5 inh
Cc1cc(NC(=O)C2CCCC2)n(-c2nc3ccccc3[nH]2)n1,5,1.9,-18[20 µM],5,14,-0.4,2,12,-87
C/C(=N\O)C1(C)N(O)C(C)(C)C(c2ccc(Br)cc2)=[N+]1[O-] (stereo not drawn),0,0.03,-5,3,-5,0.3,-1,9,-5
CSc1ccccc1NC(=S)NC1CCCCC1,-8,-0.049,-22,-7,-6,0.2,-23,5,-3
CCOc1ccc(CSCCNC(=S)Nc2ccc(OC)cc2)cc1,-4,-0.5,-11,12,-2,-1.2,-4,2,0
COc1ccc(Oc2c(C)oc3cc(OC(=O)N4CCOCC4)ccc3c2=O)cc1,1,0.49,-10[20 µM],-9,6,-0.9,-3,-3,9
Cc1ccc(C)c(N(C(=O)CS(=O)CC(=O)Nc2ccc3c(c2)OCO3)C(C)C(=O)NC2CCCC2)c1 (stereo not drawn),-1,1.3,-24[20 µM],-2,-12,-0.5,-3,12,-10
CCCc1c(C)nc2ccc(OC)cc2c1SCCC(=O)O,21,-0.69,-10,nt,-2,1.6,3,25,-7
O=C(CSc1c(Cl)cccc1Cl)N1CCC(c2nc3ccccc3s2)CC1,15,-1.1,-3,-9,24,0.2,-1,9,-3
O=C(/C=C/c1ccc(Cl)c(Cl)c1)NCc1ccco1,10,-1.7,-3,1,5,0.9,2,18,-16
COc1cc(/C=N/NC(=O)c2ccncc2)ccc1OCc1cnc(Cl)s1,-6,-1.7,-7,-13,21,0.1,-4,-3,-12
O=c1cc(CN2CCN(c3ccc(F)cc3)CC2)nc2sccn12,9,-0.11,-18[20 µM],-9,-78,0.9,-4,11,5
O=C(NCCCN1CCCCC1)c1ccc2c(c1)NC(=O)C(N1CCCCC1)S2 (stereo not drawn),-16,nt,-17,9,-20,0.4,2,17,8
